# Bioassay records from PubChem BioAssay.
# 4MU fluor – compounds fluorescent in 4-MU spectral region; AID 589; max dye-equivalent concentration, M; compound autofluorescence, 340/450 nm, 4-MU equivalents; active compounds read high; 59,000 compounds, 11% hits; in the data active = max dye-equivalent concentration above about 10 nM; inconclusive = mostly about 1.1 nM to 9.6 nM
#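 Compounds in 100 mM Tris, pH 8.0, incubated 15 min at room temperature, then fluorescence read at 340 nm excitation/450 nm emission. Signal converted to 4-MU dye-equivalent concentration using an on-plate six-point 4-MU standard curve.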
# Caspase-1 inhib – caspase-1 (human) inhibition, allosteric or competitive; P29466; Potency, µM (highest dose often 57.5 µM), for the others: at the top dose activity change, negative = inhibition, actives largely listed as inhibitors; 75,000 compounds, 0.03% hits; Caspase-1 enzyme, Ac-WEHD-AFC fluorogenic rate;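 also: potency is read from the fitted curve at half-maximal effect; plate controls were vehicle for no effect and no substrate for full effect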
# BRCT PPI red – inhibitors of human BRCA1 BRCT-phosphoprotein interaction (red fluorophore). P38398. BRCT-phosphopeptide binding, red fluorescence polarization. Potency, µM (highest dose often 76.9 µM), inactives show at the highest dose activity change, negative = inhibition, hits mostly inhibitors. 75,000 compounds, 0.03% hits. AID 892; also: % is scaled to controls: 0 for no effect and ±100 for the full control effect
#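 Fluorescence polarization: 100 nM His-tagged BRCA1 BRCT with 100 nM TAMRA-labelled phospho-BACH1 decapeptide, phosphate buffer pH 7.3 with 150 mM NaCl, DTT, 0.01% Tween 20; 12 min RT. Binding inhibition seen as FP decrease.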
# USP2a inhib – USP2a (human) protease inhibition. USP2a enzymatic assay, qHTS inhibition. Potency, µM (highest dose often 38.3 µM), without a hit: top-dose activity change, negative = inhibition, most hits filed as inhibitors. 60,000 compounds, 0.1% hits;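 also: potency is read from the fitted curve at half-maximal effect; nearly all actives have a fitted effect of over 60% in size; plate controls were DMSO for no effect and NEM full inhibition control for full effect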
#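 Inhibition is measured in a cell-free coupled assay with 20 nM USP2 core, 20 nM Ub-PLA2 and 20 uM NBD C6-HPC, 2.5 h incubation. Activity normalized to NEM control.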
# Caspase-7 inhib – allosteric or competitive inhibitors of human caspase-7 | recombinant caspase-7, Ac-DEVD-AFC fluorescence rate | Potency, µM (titrated, usually from 57.5 µM), inactives show top-dose activity change, negative = inhibition, hits mostly inhibitors | 75,000 compounds, 0.02% hits | AID 889; active = well fitted inhibition curve with a large enough effect in the main read-out, with a control signal flat, not every such curve was filed as active; inconclusive = small, poorly fitted or top-dose-only effect, or a change in a side signal; also: potency is read from the fitted curve at half-maximal effect; % of control where 0% means no effect
# Fluorescein fluor – fluorescein region autofluorescence. Compound autofluorescence, 480/540 nm, fluorescein-equivalent; active compounds read high. 59,000 compounds, 0.91% hits. max fluorescein-equivalent concentration, M. AID 593; in the data active = max fluorescein-equivalent concentration above about 10 nM; inconclusive = between about 1.1 nM and that limit
#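 Compounds (23 nL) in 100 mM Tris pH 8.0, 15 min at room temperature, then fluorescence read at 480 nm excitation/540 nm emission. Signal converted to fluorescein-equivalent concentration from an on-plate fluorescein standard curve.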
# Rhodamine fluor – compound autofluorescence in rhodamine spectral region | Rhodamine-region fluorescence, 547/598 nm, Tris buffer; active compounds read high | max dye-equivalent concentration, M | 59,000 compounds, 0.05% hits | AID 594; in the data active = max dye-equivalent concentration above about 11 nM; inconclusive = between about 1.1 nM and that limit
#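 Steps: pin-transfer compounds into pH 8.0 Tris (100 mM), hold 15 min at room temperature, image with a 547/598 nm filter pair, and convert intensities to rhodamine-equivalent concentration using a six-point on-plate rhodamine series.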
# TexasRed autofl – compounds fluorescent in Texas Red spectral region; 59,000 compounds, 0.06% hits; max dye-equivalent concentration, M; Compound fluorescence, Texas Red channel, 547/618 nm; active compounds read high; in the data active = max dye-equivalent concentration above about 10 nM; inconclusive = between about 1.1 nM and that limit
#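 Compound fluorescence was read after 15 min at room temperature in 100 mM Tris, pH 8.0, using 547 nm excitation and 618 nm emission across a concentration series. It was expressed as Texas Red dye-equivalent concentration from an on-plate standard curve.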
# HEK293 cAMP cs – raises cAMP in parental HEK293 cells, TSHR agonist counter-screen | parental HEK293 CNG cAMP sensor, membrane potential fluorescence | Potency, µM (highest dose often 57.1 µM), for the others: top-dose activation, actives largely listed as activators | 73,000 compounds, 2.5% hits | AID 938; also: potency is read from the fitted curve at half-maximal effect; % of control where 0% means no effect; nearly all actives have a fitted effect of over 55% in size
#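 Parental HEK 293 cells stably expressing a modified CNG channel (no TSHR) report cAMP rise as membrane depolarization. Membrane potential dye with 100 uM RO 20-1724 was loaded for 60 min at room temperature, then compound added for 30 min; fluorescence read at 590 nm.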
# A350 autofl – compound fluoresces in the Alexa 350 spectral region | Compound autofluorescence, 340/450 nm, Alexa 350 dye-equivalents; active compounds read high | max dye-equivalent concentration, M | 59,000 compounds, 11% hits; in the data active = max dye-equivalent concentration above about 10 nM; inconclusive = mostly about 1.1 nM to 9.6 nM
# BRCT inh green – blocks human BRCA1 BRCT binding to phosphopeptide, green readout. P38398. BRCA1 BRCT-phosphopeptide binding, green fluorescence polarization. Potency, µM (highest dose often 76.9 µM), for inactives: at the top dose activity change, negative = inhibition, hits mostly inhibitors. 75,000 compounds, 0.05% hits;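 also: potency is read from the fitted curve at half-maximal effect; plate controls were peptide without protein for full effect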
#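 Fluorescence polarization: His-tagged BRCT (~35 kDa BRCA1 C-terminus, 250 nM) bound to 100 nM fluorescein-labeled phosphorylated 10-aa BACH1 peptide, pH 7.3 phosphate buffer with DTT and Tween 20. Compounds incubated 12 min at room temperature; inhibition read as lowered polarization.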
# The depositor's hits bear a star; i = inactive; u = inconclusive; x = no result given; [ ] = another dose, or the depositor's remark. Unless noted, calls follow the shape of the dose curve; as a rule, active = well fitted curve in the direction sought with a large enough effect; inconclusive = small, poorly fitted or top-dose-only effect, or another doubt; inactive = no such curve, though single readings can be large; an effect the other way counts as inactive or inconclusive.
SMILES,4MU fluor,Caspase-1 inhib,BRCT PPI red,USP2a inhib,Caspase-7 inhib,Fluorescein fluor,Rhodamine fluor,TexasRed autofl,HEK293 cAMP cs,A350 autofl,BRCT inh green
O=C(O)c1ccc(CSc2nnc(-c3ccco3)o2)cc1,x,0%,-1.0%,x,1%,x,x,x,11%,x,0.3%
COc1ccc(-c2nc(C(N)=O)c3[nH]c(=O)n(-c4cccc(Cl)c4)c3n2)cc1OC,i,-3%,7.0%,50%[activator],-3%,i,i,i,27%,i,1.7%
COc1ccc(N2CCN(C(=O)C(CCSC)N=C3NS(=O)(=O)c4ccccc43)CC2)cc1 (stereo unspecified),i,-1%,-0.5%,25%,-1%,u,i,u,-8%,i,-5.3%
CCOC(=O)c1ccc(S(=O)(=O)N2CCC(C(=O)OCC)CC2)cc1,i,1%,1.0%,26%,0%,i,i,i,22%,i,-0.1%
Cc1ccc(S(=O)(=O)/C=C\C#N)cc1,x,-1%,0.1%,x,3%,x,x,x,-14%,x,-0.4%
Cc1ccc(C(=O)Nc2ccc(Cl)cn2)cc1,i,0%,1.2%,-1%,0%,u,i,i,u,i,-2.5%
COC(=O)CCN(C1CCCCC1)S(=O)(=O)c1ccc(S(=O)(=O)N2CCCCC2)cc1,i,1%,-2.3%,-1%,1%,i,i,u,-7%,u,-0.5%
Cc1cc(N2CCCC2)nc(-c2ccccc2O)n1,6.7e-08M*,0%,-1.0%,-3%,0%,u,i,i,15%,7.6e-08M*,-4.2%
CCOC(=O)CN1CC23C=CC(O2)C(C(=O)NCc2ccc(C)cc2)C3C1=O (stereo unspecified),x,-1%,0.3%,x,-1%,x,x,x,6%,x,0.0%
CC1(C(=O)NCC2CC2)C=CC2(CCCCC2)N1C(=O)c1ccccc1 (stereo unspecified),x,-3%,-0.4%,x,-1%,x,x,x,10µM*,x,-2.0%
NC(=S)c1ccc[n+]([C@@H]2O[C@@H](COP(=O)([O-])OP(=O)(O)OC[C@@H]3O[C@@H](n4cnc5c(N)ncnc54)[C@@H](OP(=O)(O)O)[C@H]3O)[C@@H](O)[C@H]2O)c1,u,3%,2.2%,-6%,-1%,u,i,i,u,u,-2.2%
O=C(NCc1cccs1)C1CCC(CNS(=O)(=O)c2ccc(Br)s2)CC1 (stereo unspecified),i,0%,-1.8%,-9%,-7%,i,i,i,12%,i,0.1%
O=C(CSc1nncs1)NC(=O)NCc1ccccc1,i,3%,-1.7%,0%,1%,u,i,i,4%,i,-1.8%
CCN(CC)C(=O)c1cc2sc3ccccc3c2s1,x,-2%,-1.4%,-6%,-1%,x,x,x,u,x,-1.4%
CCOC(=O)C1=C(C)SC2=NS(=O)(=O)CCN21,i,1%,0.6%,-6%,-1%,i,i,i,2%,i,-1.3%
COc1ccc(CNC(=O)C(c2ccco2)N(Cc2cccs2)C(=O)Cc2cccs2)cc1 (stereo unspecified),i,-4%,-0.8%,1%,-3%,i,i,u,20µM*,i,0.3%
CCN(CC)c1ccc(C(=O)n2cnc3ccccc32)cc1,x,-5%,-1.8%,x,-7%,x,x,x,0%,x,-1.3%
C=CCN1C(=O)CN=C1NCc1ccccc1,i,2%,0.7%,2%,-3%,i,i,u,10%,i,1.3%
CN(C)/C=N/c1c(C#N)cnn1-c1ccccc1,x,1%,-0.8%,2%,1%,x,x,x,3%,x,-2.6%
O=C1[C@@H]2[C@H]3[C@H](O)[C@H](O)C/C(=N/OC[C@@H](O)COCc4ccco4)[C@H]3CC[C@H]2C(=O)N1c1ccc(F)cc1F,x,0%[11.5 µM],0.9%[15.4 µM],x,0%[11.5 µM],x,x,x,-3%[11.4 µM],x,-1.1%[15.4 µM]
COc1ccc(-n2nnc3c(=O)n(CC(=O)N4CCC(Cc5ccccc5)CC4)cnc32)cc1,x,-3%,-0.2%,x,-1%,x,x,x,5%,x,1.6%
O=c1c(F)cn(C2CCCO2)c(=O)n1Cc1c(F)cccc1Cl (stereo unspecified),i,1%,-3.4%,-2%,0%,u,i,u,0%,i,1.9%
COc1ccc(-c2noc(CCCc3ccccc3)n2)cc1OC,i,-5%,-0.3%,-7%,-4%,i,i,i,25%,i,0.6%
O=C(O)CC1C(=O)NCCN1Cc1ccc(F)c(F)c1 (stereo unspecified),x,-4%,-3.0%,x,2%,x,x,x,5%,x,-0.5%
Cc1cccn2c(=O)c3cc(C(=O)NCc4ccccn4)n(C)c3nc12,1.9e-07M*,4%,0.1%,2%,0%,u,i,i,-2%,1.7e-07M*,-1.0%
O=C(c1cc(-c2ccncc2)nc2ccccc12)N1CCN(c2ccccn2)CC1,i,-3%,-2.1%,19%,-4%,u,i,i,24%,i,-0.9%
Cn1cccc1CNC(=O)Nc1ccc(Cl)c(Cl)c1,i,-1%,0.4%,-7%,3%,i,i,i,-3%,i,-1.0%
O=C(COC(=O)c1ccc[nH]c1=O)NCC1CCCO1 (stereo unspecified),i,0%,-0.7%,-1%,0%,u,i,i,1%,i,-2.4%
CCN(CCNC(=O)C1CCN(S(=O)(=O)c2cccc3cccnc23)CC1)c1ccccc1,x,-1%,-0.2%,x,-3%,x,x,x,16%,x,-2.8%
O=C(CC1N=C2c3ccccc3N=C(SCc3ccc(F)cc3)N2C1=O)NCc1ccco1 (stereo unspecified),2.9e-08M*,-4%,-2.0%,44%[activator],-6%,i,i,i,u,2.8e-08M*,-2.9%
COc1ccccc1N1CCN(C(=O)Cn2nc(C(F)(F)F)c3c2CCC3)CC1,i,-1%,0.3%,7%,-1%,u,i,i,11%,i,-0.8%
Cn1c(NCc2cccnc2)nc2c1c(=O)n(Cc1ccccc1F)c(=O)n2C,i,x,x,x,x,u,i,i,x,i,x
COc1ccc2[nH]cc(CCNc3nc(-c4cccnc4)nc4ccccc34)c2c1,i,-9%,-1.3%,-107%,-9%,i,i,i,-24%,i,-3.1%
Cc1nn(-c2ccc(F)cc2)c2sc(C(=O)N3CCCCCC3)cc12,i,-1%,0.0%,-12%,x,i,i,i,24%,u,-1.5%
COC(=O)Cc1ccc(NC(=O)c2cccs2)cc1,i,1%,0.1%,-3%,0%,i,i,i,14%,i,-1.0%
O=c1[nH]c(CN2CCN(c3ccccc3)CC2)nc2ccccc12,u,-1%,0.2%,-8%,1%,u,i,i,4%,u,1.2%
c1cncc(-c2nc(N3CCNCC3)c3ccccc3n2)c1,i,-3%,-3.2%,-15%,-2%,i,i,i,13%,u,-3.1%
CCOc1cc(C2C(C(=O)c3ccccc3)=C(C(=O)OC)Nc3nnnn32)ccc1O (stereo unspecified),i,-3%,-0.9%,-10%,-1%,i,i,i,1%,i,-5.3%
O=C(O)CCCCCn1c(SCC(=O)N2CCCC2)nc2ccsc2c1=O,i,1%,-2.2%,1%,-1%,u,i,i,3%,u,-2.5%
CCCC(c1nnnn1CCC(C)C)N1CCC(C(N)=O)CC1 (stereo unspecified),i,3%,1.0%,5%,0%,u,i,i,3%,i,0.3%

# Sorted by SMILES length (ascending): part of the list above
SMILES,4MU fluor,Caspase-1 inhib,BRCT PPI red,USP2a inhib,Caspase-7 inhib,Fluorescein fluor,Rhodamine fluor,TexasRed autofl,HEK293 cAMP cs,A350 autofl,BRCT inh green
COc1ccc(-c2noc(CCCc3ccccc3)n2)cc1OC,i,-5%,-0.3%,-7%,-4%,i,i,i,25%,i,0.6%
CCCC(c1nnnn1CCC(C)C)N1CCC(C(N)=O)CC1 (stereo unspecified),i,3%,1.0%,5%,0%,u,i,i,3%,i,0.3%
O=C(O)CCCCCn1c(SCC(=O)N2CCCC2)nc2ccsc2c1=O,i,1%,-2.2%,1%,-1%,u,i,i,3%,u,-2.5%
COc1ccccc1N1CCN(C(=O)Cn2nc(C(F)(F)F)c3c2CCC3)CC1,i,-1%,0.3%,7%,-1%,u,i,i,11%,i,-0.8%

# Next records:
SMILES,4MU fluor,Caspase-1 inhib,BRCT PPI red,USP2a inhib,Caspase-7 inhib,Fluorescein fluor,Rhodamine fluor,TexasRed autofl,HEK293 cAMP cs,A350 autofl,BRCT inh green
COC(=O)c1ccc(C)c(NS(=O)(=O)c2ccc(OC)cc2)c1,x,-1%,0.0%,-16%[7.66 µM],1%,x,x,x,15%[11.4 µM],x,-1.0%
O=C(NCc1cccs1)C1CCCN(S(=O)(=O)c2cccs2)C1 (stereo unspecified),i,1%,0.0%,-3%,-1%,u,i,u,3%,i,-0.6%
COc1ccc(OC)c(C(O)CNC(=O)CN)c1 (stereo unspecified),x,0%,1.8%,2%,3%,x,x,x,x,x,-0.7%[3.08 µM]
O=C1CC(C(=O)Nc2ccccc2)N=C(N2CCCCC2)N1 (stereo unspecified),i,1%,-2.1%,-1%,0%,u,i,i,2%,i,-2.8%
CCOC(=O)c1sc(NC(=O)c2ccc(Br)o2)cc1C,1.7e-08M*,-10%,-2.2%,2%,-4%,i,i,i,14%,2.3e-08M*,-3.0%
CC1(C)CC2(CC(C)(C)NC(=O)N2)NC(=O)N1,i,3%,-1.0%,-1%,2%,u,i,i,-8%,i,0.8%
Cn1c(=O)n(Cc2ccc(F)cc2)c(=O)c2c1nc1n2CCCN1C1CCCCC1,i,-3%,-0.6%,19%,-4%,u,i,i,-7%,i,-1.9%
CCCOC(=O)c1ccc(NC(=O)CCC(=O)OCC)cc1,x,-1%,1.1%,9%[7.66 µM],-1%,x,x,x,-4%[11.4 µM],x,-2.0%

# This is a subset (hit frequency here may not be typical).
